Compound activity (PubChem BioAssay)
AMA1-RON2 inh: qHTS for Inhibitors of AMA1-RON; Towards Development of Antimalarial Drug Lead: Primary Screen. AID 720542, 2013. AlphaScreen AMA1-biotinylated RON2 peptide binding. 0.2% of 360,000 active. Plasmodium falciparum AMA1 (3D7) - RON2 peptide interaction. Potency, µM (top dose mostly 58.2 µM), inactives show top-dose activity change, negative = inhibition, hits mostly inhibitors;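 further: potency means the concentration at half of the fitted maximal effect; 0% = vehicle wells and -100% = peptide control; nearly all actives have a fitted effect of over 45% in size; some results filed as inactive show a strong effect at the top dose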
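AMA1 (3D7) with his tag at 25 nM final met compounds first, then biotinylated RON2 peptide at 25 nM; detection used donor plus acceptor beads, 10 µg/mL apiece, read by AlphaScreen after 30 min at room temperature.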
Sm TGR block: qHTS Assay for the Inhibitors of Schistosoma Mansoni Peroxiredoxins; Schistosoma mansoni thioredoxin glutathione reductase (TGR), Q962Y6; purified TGR, DTNB reduction, TNB absorbance 405 nm; Potency, µM (highest dose often 114 µM), for the others: at the top dose activity change, negative = inhibition, actives largely listed as inhibitors; 3% of 360,000 active; AID 485364, 2010; further: potency means the concentration at half of the fitted maximal effect; nearly all actives have a fitted effect of over 60% in size
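Kinetic colorimetric format: TGR-catalysed, NADPH-driven DTNB reduction monitored via TNB absorbance. Enzyme dispensed at 20 nM; compound exposure 15 min at room temperature before reaction start.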
FBPA Giardia inh: qHTS Assay for Inhibitors of Fructose-1,6-bisphosphate Aldolase from Giardia Lamblia. AID 2451, 2010. 0.71% of 290,000 active. Potency, µM (titrated, usually from 59.6 µM), for the others: at the highest dose activity, negative = inhibition, usual class: inhibitors. purified Giardia FBPA; further: potency means the concentration at half of the fitted maximal effect; nearly all actives have a fitted effect of over 55% in size
Target sequence (A8B2U2 whole entry, looked up): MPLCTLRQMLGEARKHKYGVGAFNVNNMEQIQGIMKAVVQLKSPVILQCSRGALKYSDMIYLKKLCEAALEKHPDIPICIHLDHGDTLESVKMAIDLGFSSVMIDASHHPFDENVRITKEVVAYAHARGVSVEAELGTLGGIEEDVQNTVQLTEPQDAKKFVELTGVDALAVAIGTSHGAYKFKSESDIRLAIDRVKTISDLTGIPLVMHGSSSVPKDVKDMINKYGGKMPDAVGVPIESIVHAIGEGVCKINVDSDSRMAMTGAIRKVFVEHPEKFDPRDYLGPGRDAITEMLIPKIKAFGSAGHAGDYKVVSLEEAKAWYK
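40 nM FBPA preincubated 10 min at RT with compound (up to 57.5 uM final), then substrate plus GAPDH/TPI/NAD/arsenate coupling and diaphorase/resazurin added. Fluorescence read after 20 min at RT, 525/598 nm.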
HCV inh: qHTS Assay for Inhibitors of Hepatitis C Virus (HCV) | Huh7.5.1 HCVcc-Cre infection, luciferase reporter, 44 h | Potency, µM (series often up to 41.8 µM), without a hit: at the highest dose activity change, negative = inhibition, actives largely listed as inhibitors | 3.4% of 340,000 active | AID 651820, 2012; further: potency means the concentration at half of the fitted maximal effect
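Whole-lifecycle infectious HCVcc-Cre system; cells 1,000/well, compound then virus (~0.5 moi) added 4 h after plating, 44 h culture. Luciferase read 15 sec following 15 min substrate incubation, room temp.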
HCMV inh: qHTS Assay for inhibitors of the human cytomegalovirus (HCMV). HFF cells, HCMV-luciferase reporter, 72 h; hits give low values. activity change, negative = inhibition, % at 57.5 µM. 4.5% of 410,000 active. AID 1259415, 2018; in the data active means activity change below about -60%; inconclusive means no clear call, values can overlap the other calls; inactive means above about -39%
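Human foreskin fibroblasts infected with luciferase-reporter HCMV at MOI 1 PFU/cell, compounds at two doses. Luciferase measured 72 h post infection; normalized to buffer-only basal and Salinomycin (10uM) controls.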
AmpC detergent: qHTS Inhibitors of AmpC Beta-Lactamase (assay with detergent); Potency, µM (doses to about 114 µM), without a hit: at the top dose activity change, negative = inhibition, usual class: inhibitors; AID 485294, 2010; AmpC hydrolysis of nitrocefin, absorbance 480 nm, 0.01% Triton; 0.041% of 370,000 active;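 further: potency means the concentration at half of the fitted maximal effect; 0% = no-compound wells and -100% = no-enzyme wells; nearly all actives have a fitted effect of over 25% in size; some results filed as inactive show a strong effect at the top dose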
Target sequence (P00811 whole entry, looked up): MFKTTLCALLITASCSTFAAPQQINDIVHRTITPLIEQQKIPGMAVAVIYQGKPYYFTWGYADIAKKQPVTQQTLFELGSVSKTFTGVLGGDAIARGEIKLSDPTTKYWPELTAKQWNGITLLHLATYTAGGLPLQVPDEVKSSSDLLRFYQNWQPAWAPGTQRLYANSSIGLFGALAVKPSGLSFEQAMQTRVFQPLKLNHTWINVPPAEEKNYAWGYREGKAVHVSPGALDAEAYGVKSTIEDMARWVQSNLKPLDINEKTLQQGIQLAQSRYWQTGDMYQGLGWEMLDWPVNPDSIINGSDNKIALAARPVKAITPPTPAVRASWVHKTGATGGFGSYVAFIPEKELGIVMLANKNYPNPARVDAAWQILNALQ
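20 mM phosphate pH 7.0 + 0.01% (detergent screen) or 0.0001% Triton X-100; 5.3 nM AmpC reagent; cpd preinc 15 min RT; nitrocefin (800 uM stock) to start; A480 q20 s × 4 min; Activity was normalised to no-enzyme and no-compound control wells.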
The depositor's hits bear a star; & = joins results of further samples; [ ] = dose if it differs, or a comment. Unless noted, the call rests on the fitted dose curve; in most records, active means well fitted curve in the direction sought with a large enough effect; inconclusive means small, poorly fitted or top-dose-only effect, or another doubt; inactive means no such curve, though single readings can be large; an effect the other way counts as inactive or inconclusive. Unless noted, on the % scale 0 is the no-effect control and ±100 the full control effect.

What do the screens show for `CCC(CC)NC(=O)c1ccc2c(c1)OCCO2`?
AMA1-RON2 inh: 6%; Sm TGR block: -10%; FBPA Giardia inh: -2%; HCV inh: -4%; HCMV inh: 8; AmpC detergent: -1%

What do the screens show for `CCn1c(SCC(=O)Nc2cccc(F)c2)nnc1-c1cc2cc(Br)ccc2o1`?
AMA1-RON2 inh: -1%; Sm TGR block: 1%; FBPA Giardia inh: -4%; HCV inh: 9%&-3%; HCMV inh: -26; AmpC detergent: 0%

Results for CC(=O)c1ccccc1OCCCCN1CCCCC1 ?
AMA1-RON2 inh: -25%; Sm TGR block: -2%; FBPA Giardia inh: inconclusive; HCV inh: 8%; HCMV inh: 14; AmpC detergent: -12%

What do the screens show for `CCCC1CC(C(=O)Nc2ccccc2)C(=O)O1` (configuration not stated)?
AMA1-RON2 inh: 33%; HCV inh: 6%; HCMV inh: 71

What do the screens show for `O=C(CCN1C(=O)c2ccccc2C1=O)NCCCn1ccnc1`?
AMA1-RON2 inh: -28%; Sm TGR block: 4%; FBPA Giardia inh: 4%; HCV inh: 21%; HCMV inh: -18; AmpC detergent: inconclusive

What do the screens show for `CCCCc1ccc(CC2S/C(=C(\C#N)C(=O)N3CCOCC3)N(c3ccccc3)C2=O)cc1` (configuration not stated)?
AMA1-RON2 inh: -2%; Sm TGR block: -2%; FBPA Giardia inh: -3%; HCV inh: 13%; HCMV inh: -11; AmpC detergent: inconclusive

What do the screens show for `Cc1ccccc1N1CCN(Cc2ccc(Br)o2)CC1`?
AMA1-RON2 inh: -22%; Sm TGR block: 0%; FBPA Giardia inh: inconclusive; HCV inh: -1%; HCMV inh: -7; AmpC detergent: -1%

How did CCOc1cc(Cl)c(S(=O)(=O)NCc2cccnc2)cc1Cl do in these assays?
AMA1-RON2 inh: 14%; Sm TGR block: -18%; FBPA Giardia inh: 13%; HCV inh: inconclusive; HCMV inh: -28; AmpC detergent: inconclusive

Results for COC(=O)C1=C(CN2CCN(C)CC2)NC(=O)NC1c1cc(C)ccc1C (configuration not stated) ?
AMA1-RON2 inh: -5%; Sm TGR block: 5%; FBPA Giardia inh: 7%; HCV inh: 19%; HCMV inh: 14; AmpC detergent: -13%

How did NC(=O)C1(N2CCCCC2)CCN(C2CC(=O)N(Cc3ccc(N4CCCC4=O)cc3)C2=O)CC1 (configuration not stated) do in these assays?
AMA1-RON2 inh: 3%; Sm TGR block: 25µM*; FBPA Giardia inh: 0%; HCV inh: -5%; HCMV inh: -6; AmpC detergent: -4%

Continued; the last 4 above are carried over.
What do the screens show for `Cc1ccccc1N1CCN(Cc2ccc(Br)o2)CC1`?
AMA1-RON2 inh: -22%; Sm TGR block: 0%; FBPA Giardia inh: inconclusive; HCV inh: -1%; HCMV inh: -7; AmpC detergent: -1%

How did CCOc1cc(Cl)c(S(=O)(=O)NCc2cccnc2)cc1Cl do in these assays?
AMA1-RON2 inh: 14%; Sm TGR block: -18%; FBPA Giardia inh: 13%; HCV inh: inconclusive; HCMV inh: -28; AmpC detergent: inconclusive

Results for COC(=O)C1=C(CN2CCN(C)CC2)NC(=O)NC1c1cc(C)ccc1C (configuration not stated) ?
AMA1-RON2 inh: -5%; Sm TGR block: 5%; FBPA Giardia inh: 7%; HCV inh: 19%; HCMV inh: 14; AmpC detergent: -13%

How did NC(=O)C1(N2CCCCC2)CCN(C2CC(=O)N(Cc3ccc(N4CCCC4=O)cc3)C2=O)CC1 (configuration not stated) do in these assays?
AMA1-RON2 inh: 3%; Sm TGR block: 25µM*; FBPA Giardia inh: 0%; HCV inh: -5%; HCMV inh: -6; AmpC detergent: -4%

What do the screens show for `CCC(C)c1ccc(NC(=O)C2CCN(c3ncccn3)CC2)cc1` (configuration not stated)?
AMA1-RON2 inh: 4%; Sm TGR block: 0%; FBPA Giardia inh: -9%; HCV inh: inconclusive; HCMV inh: -17; AmpC detergent: 3%

Results for CCOC(=O)c1cnc(SCc2nc(N)nc(Nc3ccc(F)cc3)n2)nc1N ?
AMA1-RON2 inh: 11%; Sm TGR block: -6%; FBPA Giardia inh: -6%; HCV inh: inconclusive; HCMV inh: -96*; AmpC detergent: -13%

How did COC(=O)c1cn(Cc2cccnc2)c(=O)c2ccccc12 do in these assays?
AMA1-RON2 inh: 27%; Sm TGR block: 1%; FBPA Giardia inh: 7%; HCV inh: -18%; HCMV inh: 2; AmpC detergent: 3%

Results for Cc1c(C(Nc2ccccn2)c2ccccc2)c(=O)n(-c2ccccc2)n1C (configuration not stated) ?
AMA1-RON2 inh: 2%; Sm TGR block: -17%; FBPA Giardia inh: 0%; HCV inh: 8%; HCMV inh: 6; AmpC detergent: -9%

Results for Cc1ccccc1OCc1nnc(SCC(=O)N2c3ccccc3Sc3ccc(Cl)cc32)o1 ?
AMA1-RON2 inh: -2%; Sm TGR block: 1%; FBPA Giardia inh: 4%; HCV inh: -23%; HCMV inh: -21; AmpC detergent: 0%

Results for COc1ccc(NC(=O)CSC2=Nc3ccccc3C3=NC(CC(=O)NCCc4ccccc4)C(=O)N23)cc1 (configuration not stated) ?
Sm TGR block: 13%; HCMV inh: 56; AmpC detergent: 8%

How did CCN(C(=O)CN1C(=O)NC2(CCc3ccccc32)C1=O)C1CCCCC1 (configuration not stated) do in these assays?
AMA1-RON2 inh: 4%; Sm TGR block: -32%; HCV inh: 10%; HCMV inh: -100*; AmpC detergent: -19%

What do the screens show for `CCOC(=O)C=C(C(=O)OCC)C(=O)OCC`?
AMA1-RON2 inh: 7%; Sm TGR block: 1.6µM*; FBPA Giardia inh: -2%; HCV inh: 14%; HCMV inh: 13; AmpC detergent: 3%

How did Cc1c(C(=O)N(C)c2cccc(C(F)(F)F)c2)sc2nc3n(c(=O)c12)CCCCC3 do in these assays?
Sm TGR block: 10µM*; HCMV inh: -76*; AmpC detergent: 17%

What do the screens show for `COc1ccc(-c2cc(C(=O)Nc3ccccc3N3CCOCC3)c3ccccc3n2)cc1OC`?
AMA1-RON2 inh: -2%; Sm TGR block: 4%; FBPA Giardia inh: -6%; HCV inh: inconclusive; HCMV inh: inconclusive; AmpC detergent: -2%

What do the screens show for `O=C(NCc1ccccc1)N1CCN(CCO)CC1`?
AMA1-RON2 inh: -1%; HCV inh: 3%; HCMV inh: 15

How did C[C@]12c3[nH]c4cc(-c5ccco5)ccc4c3CCN1C(=O)[C@@H](CC(=O)NCc1cccc(C(F)(F)F)c1)C[C@@H]2C(=O)N1CCCCC1 do in these assays?
AMA1-RON2 inh: inconclusive; HCV inh: inconclusive; HCMV inh: -34

What do the screens show for `Cc1ccc(OCc2cc(C(=O)N(C)CC3CCOCC3)no2)cc1C`?
AMA1-RON2 inh: -16%; Sm TGR block: -24%; FBPA Giardia inh: -9%; HCV inh: -20%; HCMV inh: 58; AmpC detergent: 2%

What do the screens show for `CCOCCc1c(O)nc(SCCOc2ccc(C)c(C)c2)[nH]c1=O`?
AMA1-RON2 inh: 10%; Sm TGR block: -6%[57.1 µM]; FBPA Giardia inh: 7%; HCV inh: -8%; HCMV inh: inconclusive; AmpC detergent: -1%

How did CN(C)S(=O)(=O)c1ccc2c(c1)N(CC(=O)NCc1ccccc1)C(=O)C1CCCCN21 (configuration not stated) do in these assays?
Sm TGR block: -4%; HCMV inh: 9; AmpC detergent: 12%

Results for Cc1ccccc1N1C(N)=NC(N)=NC1(C)C ?
AMA1-RON2 inh: 3%; Sm TGR block: 8%; FBPA Giardia inh: -1%; HCV inh: -5%; HCMV inh: -16; AmpC detergent: 2%

What do the screens show for `COc1ccccc1NC(=O)CCN1C(=O)/C(=C\c2cc(OC)c(OC)c(OC)c2)SC1=S`?
AMA1-RON2 inh: -3%; Sm TGR block: 4%; HCV inh: 14%; HCMV inh: -30; AmpC detergent: -12%

What do the screens show for `CCOc1ccc(-c2nnc(NC(=O)Cc3ccc(OC)cc3)o2)cc1`?
AMA1-RON2 inh: 86%[activator]; Sm TGR block: -11%; HCV inh: -27%; HCMV inh: 10; AmpC detergent: -5%

What do the screens show for `O=C(Cn1nnc(-c2ccccc2NC(=O)c2ccco2)n1)NC1CCCCC1`?
AMA1-RON2 inh: 10%; Sm TGR block: 0%; FBPA Giardia inh: 2%; HCV inh: 8%; HCMV inh: -14; AmpC detergent: inconclusive

What do the screens show for `COc1ccc(NC(=O)Nc2cc(-c3cn4cccnc4n3)ccc2OC)cc1`?
Sm TGR block: 4%; HCMV inh: -39; AmpC detergent: 3%

How did COc1cc(C(=O)OCC(C)=O)ccc1OCc1c(C)noc1C do in these assays?
AMA1-RON2 inh: 16%; Sm TGR block: -9%; FBPA Giardia inh: 4%; HCV inh: inconclusive; HCMV inh: -29; AmpC detergent: inconclusive

What do the screens show for `CCOc1ccc(CNCc2cccnc2)cc1`?
AMA1-RON2 inh: 7%; Sm TGR block: 6%; FBPA Giardia inh: 4%; HCV inh: inconclusive; HCMV inh: 23; AmpC detergent: 1%

How did C=CCn1c(SCC(=O)NC2CCCC2)nnc1-c1ccncc1 do in these assays?
AMA1-RON2 inh: 3%; Sm TGR block: 0%; HCV inh: 10%; HCMV inh: 15; AmpC detergent: 9%

Results for O=C(CCn1nc(-c2ccc(F)cc2)ccc1=O)NCc1ccccc1 ?
AMA1-RON2 inh: -5%; Sm TGR block: 11%; FBPA Giardia inh: -5%; HCV inh: -1%; HCMV inh: -36; AmpC detergent: 3%

What do the screens show for `CCCc1nnc(NC(=O)COC(=O)c2cc(C)nc3ccccc23)s1`?
AMA1-RON2 inh: 11%; Sm TGR block: 5%; FBPA Giardia inh: 3%; HCV inh: 10%; HCMV inh: 9; AmpC detergent: inconclusive

What do the screens show for `COc1cc(CCC(=O)OCc2nnc(-c3ccccc3)o2)cc(OC)c1OC`?
AMA1-RON2 inh: 15%; Sm TGR block: 4%; FBPA Giardia inh: 3%; HCV inh: 20%; HCMV inh: 24; AmpC detergent: -2%

How did COc1cc(CC(=O)Nc2ncc(C)s2)cc(OC)c1OC do in these assays?
AMA1-RON2 inh: 17%; Sm TGR block: 41%[activator]; FBPA Giardia inh: 0%; HCV inh: 12%; HCMV inh: -14; AmpC detergent: -7%

Results for CC(C)C(=O)NC(Nc1cccc2cccnc12)C(Cl)(Cl)Cl (configuration not stated) ?
AMA1-RON2 inh: -1%; Sm TGR block: -3%; FBPA Giardia inh: -23%; HCV inh: inconclusive; HCMV inh: -33; AmpC detergent: -13%

Results for CC1Cc2ccccc2N1C(=O)CO/N=C/c1ccc(OC(F)F)cc1 (configuration not stated) ?
AMA1-RON2 inh: -8%; Sm TGR block: 3%; FBPA Giardia inh: -5%; HCV inh: 6%; HCMV inh: -4; AmpC detergent: 0%
